# Mdm2-MdmX inh = disrupts the human Mdm2-MdmX interaction; actives 3% (n = 330,000); SaOS-2 split-luciferase Mdm2/MdmX complementation, luminescence; O15151+Q00987; inhibition, % at 8 µM;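 active = inhibition of at least 50% at 8 µM in the primary screen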
# Jurkat NFkB inh = inhibitors of the PMA/ionomycin-induced NF-kB reporter in Jurkat cells | PMA/ionomycin-induced NF-kB luciferase reporter, luminescence | inhibition, % at 4 µM | actives 0.53% (n = 330,000) | AID 435003; in the data active = inhibition above about 50%
# CCR6 antag = blocks CCL20-driven beta-arrestin recruitment at human CCR6; AID 493098; actives 0.49% (n = 340,000); CHO-K1 CCR6 PathHunter beta-arrestin, luminescence, CCL20-stimulated; inhibition, % at 20 µM;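 active = compounds whose inhibition of the agonist-driven luminescence signal at 20 µM reaches about 50%, limit read from the data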;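 also: cells stimulated with CCL20 at 14 nM final; plate controls were DMSO with CCL20 for no effect and DMSO without agonist for full effect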
# Target sequence (P51684 whole entry, looked up): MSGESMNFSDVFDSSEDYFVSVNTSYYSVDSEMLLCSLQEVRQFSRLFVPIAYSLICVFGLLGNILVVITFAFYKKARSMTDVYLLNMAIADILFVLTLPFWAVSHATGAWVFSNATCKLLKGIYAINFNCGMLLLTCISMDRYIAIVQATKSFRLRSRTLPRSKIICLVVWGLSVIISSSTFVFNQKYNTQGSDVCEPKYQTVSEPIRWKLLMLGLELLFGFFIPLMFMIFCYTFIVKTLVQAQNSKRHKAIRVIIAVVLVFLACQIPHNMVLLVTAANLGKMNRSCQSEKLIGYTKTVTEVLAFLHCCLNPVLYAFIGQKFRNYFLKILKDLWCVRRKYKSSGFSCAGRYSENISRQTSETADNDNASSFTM
# CXCR6 block = CXCR6 (human) receptor inhibition; inhibition, % at 20 µM; O00574; CHO-K1 PathHunter CXCR6 beta-arrestin, luminescence; AID 602244; actives 0.36% (n = 360,000); in the data active = inhibition above about 34%, passing the limit was not always enough;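 also: antagonist mode with CXCL16 agonist at 10 nM final; 0% = 10 nM CXCL16 with DMSO and 100% = unstimulated wells without agonist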
# Target sequence (O00574 whole entry, looked up): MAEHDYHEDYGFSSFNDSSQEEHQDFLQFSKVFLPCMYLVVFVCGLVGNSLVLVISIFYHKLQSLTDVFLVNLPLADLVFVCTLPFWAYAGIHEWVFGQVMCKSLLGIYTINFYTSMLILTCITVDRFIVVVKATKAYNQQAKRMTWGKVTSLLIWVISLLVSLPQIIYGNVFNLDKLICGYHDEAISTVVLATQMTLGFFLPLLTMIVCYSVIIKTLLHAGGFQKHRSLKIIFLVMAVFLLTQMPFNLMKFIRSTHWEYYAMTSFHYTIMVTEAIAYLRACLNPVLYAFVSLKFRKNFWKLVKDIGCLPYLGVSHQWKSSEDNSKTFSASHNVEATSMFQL
# UPR XBP1 act = activators of adaptive arm of unfolded protein response (XBP1). CHO-XBP1 luciferase reporter, IRE1-XBP1 UPR activation, luminescence; percent of tunicamycin response, DMSO as zero. activation, % at 20 µM. actives 0.33% (n = 330,000). AID 463104;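 active = versus positive control, 20 µM dose yields 30% or more activation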;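 also: 100% = tunicamycin at 10 µg/mL and 0% = DMSO only wells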
#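 Material: CHO-XBP1 cells stably carrying IRE1-XBP1-driven luciferase reporter / Amount: 1000 cells per well / Compound: 20 µM, 1% DMSO / Times: 6 h treatment, 37 °C / Detection: luciferase luminescence / Measure: % activation of reporter signal versus tunicamycin and DMSO controls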
# Gli-Sufu antag = Gli-Sufu pathway antagonism; Sufu-KO-LIGHT fibroblasts, Gli luciferase reporter luminescence; inhibition, % at 5 µM; actives 0.74% (n = 340,000);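 active = inhibition above about 55%, limit read from the data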;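 also: 0% = DMSO-treated cells and 100% = wells with medium but no cells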
# 697 NFkB inh = lowers PMA/ionomycin-induced NF-kB signal in 697 B cells; 697 B-cell NF-kB luciferase reporter, 16 h; inhibition, % at 4 µM; actives 0.33% (n = 330,000); AID 435022; in the data active = inhibition above about 35%
# UPR CHOP act = apoptotic UPR (CHOP) activation; CHO-CHOP luciferase reporter, luminescence; percent of tunicamycin response over DMSO baseline; actives 0.34% (n = 330,000); activation, % at 10 µM; AID 449763;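 active = at 10 µM dose, activation of 40% or more, normalized to positive control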;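 also: 100% = tunicamycin at 10 µg/mL and 0% = DMSO alone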
#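 System: CHO-CHOP luciferase reporter cell line; amount: 500 cells/well; buffer or medium: F12 medium containing 10% fetal bovine serum; incubation: 6 h compound exposure at 37 °C after overnight seeding; measured by: luciferase luminescence after 10 min with Steady-Glo reagent; evaluation: % reporter activation, DMSO baseline versus tunicamycin full activation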
# EBI2 block = blocks human EBI2 receptor beta-arrestin signaling. P32249. EBI2 beta-arrestin recruitment, luminescence, 7a,25-OHC stimulated. inhibition, % at 5 µM. actives 0.81% (n = 360,000); in the data active = inhibition above about 38%;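 also: enzyme fragment complementation signal reports receptor beta-arrestin coupling in cells; 0% = agonist plus DMSO wells and 100% = wells without agonist; some results beyond the cut were filed as inactive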
# Target sequence (P32249 whole entry, looked up, the tested form may be a part): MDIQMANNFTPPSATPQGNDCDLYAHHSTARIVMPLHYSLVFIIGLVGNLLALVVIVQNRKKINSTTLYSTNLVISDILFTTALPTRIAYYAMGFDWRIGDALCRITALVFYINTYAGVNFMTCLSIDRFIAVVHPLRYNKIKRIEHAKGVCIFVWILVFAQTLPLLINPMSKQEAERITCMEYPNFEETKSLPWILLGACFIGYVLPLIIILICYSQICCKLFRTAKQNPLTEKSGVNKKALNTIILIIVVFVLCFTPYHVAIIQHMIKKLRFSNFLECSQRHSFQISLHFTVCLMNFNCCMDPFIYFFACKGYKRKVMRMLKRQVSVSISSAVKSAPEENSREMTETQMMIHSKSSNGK
# Active calls of the source: *; . = not tested or not shown; & = joins results of further samples.
SMILES,Mdm2-MdmX inh,Jurkat NFkB inh,CCR6 antag,CXCR6 block,UPR XBP1 act,Gli-Sufu antag,697 NFkB inh,UPR CHOP act,EBI2 block
O=C(Nc1ccccc1N1CCCC1)c1ccc(Br)o1,22.8,-4.7,19.3,-1.3,4.4,-0.9,-5.7,1.6,6.3
CCOC(=O)/C=C/CN(C(=O)OC(C)(C)C)S(=O)(=O)N1CC=CC1,-13.4,8.3,-2.7,3.3,-0.6,1.7,-21.3,1.5,0.3
CN(CC(=O)Nc1cccc(S(=O)(=O)N2CCCC2)c1)Cc1ccccc1,-4.6,9.0,12.9,4.4,-4.0,-3.0,5.4,0.7,-5.0
O=C(NCCC1CCCCN1S(=O)(=O)c1ccccc1)C(=O)NCC1CCCO1 (stereo unspecified),0.7,4.8,4.1,7.1,0.0,-0.9,22.2,0.7,-5.0
O=C(CCNC(=O)c1ccccc1Cl)Nc1nc2ccc(F)cc2s1,-34.5,-20.6,0.8,4.6,2.1,-16.8,-27.1,3.0,-1.8
Cn1c(SCC(=O)NCc2ccccc2)nc2ccccc21,1.4,-1.8,17.1,1.6,0.6,-8.6,-7.5,0.4,-9.1
C=CCN(c1ccc(F)cc1)S(=O)(=O)c1cc(C(=O)NC2CCC(O)CC2)ccc1Cl (stereo unspecified),-18.7,-5.1,23.0,-4.9,4.4,7.5,4.6,2.2,3.0
NC(=O)c1cnn2c(C(F)(F)F)cc(-c3ccc(F)cc3)nc12,-3.8,26.7,1.7,6.6,3.6,9.1,4.4,0.8,12.5
O=C(COc1ccccc1)Nc1nonc1NC(=O)COc1ccccc1,-21.0,13.1,11.2,-1.8,2.1,7.0,0.0,0.1,9.3
Cc1ccc(NCc2nnc(SCC(=O)N3CCCCC3)n2CC2CCCO2)c(C)c1 (stereo unspecified),26.8,7.7,9.7,-3.2,-2.3,22.3,3.9,-1.3,4.3
O=C(Nc1ccc(S(=O)(=O)Nc2nccs2)cc1)c1cnc(Cl)c(Cl)c1,-5.2,-3.9,12.7,-0.3,-1.2,1.3,2.8,0.3,-6.5
COC(=O)c1c(NC(=O)CSc2nnnn2-c2ccccc2)sc2c1CCCC2,27.0,-0.7,-20.5,2.6,-5.1,4.3,9.7,-0.6,5.8
O=c1c(Cc2ccc(Cl)cc2Cl)c(O)ccn1CCCN1CCOCC1,1.7,-10.5,-0.8,2.8,1.2,12.2,19.9,0.1,3.3
CCc1cccc(CC)c1NC(=O)CN1CCc2cc(OC)c(OC)cc2C1,20.3,-26.0,.,-3.9,-2.0,.,-57.2,0.4,3.1
Cc1cc(C)nc(SCC(=O)N(C)CC(=O)Nc2ccccc2Br)n1,21.1,24.5,-2.5,-3.1,-4.9,-6.8,-0.5,-3.6,-1.0
Nc1cc(=O)[nH]c(SCC(=O)Nc2cccnc2Cl)n1,7.0,-1.4,5.3,-3.6,4.5,-3.3,-3.5,-0.2,1.7
CCOc1ncccc1C(=O)Nc1ccc(Cl)cc1,-41.7,-37.8,4.9,9.3,-0.9,-11.6,-36.6,-3.2,8.3
O=C(COC(=O)Cc1ccccc1[N+](=O)[O-])NCc1ccc(Cl)cc1,32.4,-0.5,17.5,3.5,-0.7,1.8,10.2,-2.1,11.6
N#CCCCn1c(O)c(N=NC(=O)C(O)c2ccccc2)c2ccccc21 (stereo unspecified),-11.9,4.1,9.2,1.5,0.0,-1.0,13.3,1.3,10.8
COc1ccc(S(=O)(=O)N2CCCCCC2)cc1,12.0,-8.4,-8.9,-0.1,1.8,-1.0,-14.7,3.0,-14.3
CC(=O)Nc1cccc(Oc2ccc3c(c2)C(=O)NC3=O)c1,-11.3,-8.9,7.2,3.8,0.0,16.0,-11.4,3.9,0.9
O=C(NNC(=O)c1ccccc1-n1cccc1)c1cncc(Br)c1,16.4,13.6,9.8,1.2,-1.9,-3.0,8.4,2.9,-0.9
C/C(=N\Nc1cccc2cccnc12)c1ccc(N)cc1,-6.8,-29.5,13.2,-7.9,1.1,5.1,-56.3,3.2,-1.1
Cc1noc(C)c1COc1ccc(C(=O)OCC(=O)NC(=O)C2COc3ccccc3O2)cc1 (stereo unspecified),.,.,0.4,-6.2,.,-10.1,.,.,-1.5
C=CCN(CC=C)CCOc1ccccc1,15.7,10.7,3.9,-6.3,-0.9,15.3,1.8,1.2,-7.2

# (next part)
SMILES,Mdm2-MdmX inh,Jurkat NFkB inh,CCR6 antag,CXCR6 block,UPR XBP1 act,Gli-Sufu antag,697 NFkB inh,UPR CHOP act,EBI2 block
Oc1ccc(Cl)cc1CNCc1ccc(F)c(F)c1,8.2,7.0,0.4,-10.5,7.8,-13.3,1.8,0.4,2.0
COc1cccc(NC(=S)N(CCC(C)C)C(C)c2ccncc2)c1 (stereo unspecified),4.3,2.0,6.8,-0.3,-3.2,8.0,11.4,2.9,-0.7
CCCc1ncc(CN2CCCCC2C(=O)Nc2ccc(Oc3ccccc3)nc2)cn1 (stereo unspecified),8.8,-3.0,0.7,1.7,0.3,-0.6,13.6,1.4,14.7
CC(C)(C)SCCNS(=O)(=O)c1ccc(F)cc1,25.6,2.6,13.7,-1.1,-2.1,-4.3,4.5,-1.6,-1.5
S=C(NC1CCCCC1)N1CCOCC1,-21.5,10.1,7.6,7.2,0.0,6.1,9.2,-2.4,-10.4
COc1ccc(CNC(=O)C2CCC(CNS(=O)(=O)c3cccc4nsnc34)CC2)cc1 (stereo unspecified),17.6,3.0,8.4,-5.2,-0.9,9.2,-3.1,0.4,5.4
O=C(/C=C/c1cccs1)Nc1cccnc1,-18.9,-41.8,8.7,0.7,2.4,-48.0,-8.8,6.4,1.8
CCOC(=O)N1CCN(c2cc3[nH]c(=S)[nH]c3cc2F)CC1,12.6,10.1,2.9,-0.6,0.2,-7.5,18.4,-0.3,-5.1
CCn1nnnc1Oc1ccc(Cl)cc1,31.8,11.9,16.7,-3.6,0.3,3.1,18.6,-0.4,0.9
O=C(CC12CC3CC(CC(C3)C1)C2)NCC(=O)N1CCc2ccccc2C1,17.3,-12.3,7.7,-7.4,-1.4,2.0,3.4,-1.5,1.0
Cn1c(SCC(=O)Nc2ccc3[nH]c(=O)[nH]c3c2)nnc1-c1ccc(F)cc1,-19.5,8.8,-2.5,-1.8,0.9,1.4,15.8,0.7,-4.9
COc1ccc(NC(=O)C(=O)c2cn(CC(=O)N3CCCC3)c3ccccc23)c(OC)c1,-3.0,-23.2,17.3,9.0,1.5,-36.3,-36.5,4.3,-0.9
Cc1nc2nc(SCC(=O)N3CCOCC3)nn2c(C)c1Cc1c(F)cccc1Cl,12.3,-4.1,8.0,-2.6,-2.0,6.6,12.1,-1.4,-1.8
O=C(Nc1cccc(Cl)c1)Nc1ccc(Cl)cn1,22.9,-29.9,35.8,-8.7,1.1,9.1,2.6,-1.1,2.0
CN1CCN(C(=O)c2cnn(-c3ccccc3)c2NC(=O)c2ccc([N+](=O)[O-])cc2)CC1,6.4,2.8,-0.7,-2.7,-3.3,-7.0,-0.9,-0.8,-20.8
CCC(C)NC(=O)CC1Oc2ccc(C)cc2NC1=O (stereo unspecified),5.2,7.9,8.7,0.6,-2.9,-1.9,14.7,-0.6,-2.4
CC(C)N(C(=O)Cn1c(SCC(=O)N2CCN(c3ccccc3)CC2)nc2ccccc21)C(C)C,-1.8,-13.6,12.7,.,0.0,0.5,3.3,0.6,.
C=CCn1c(SCC(=O)c2ccc(O)c(O)c2)nnc1-c1ccc(OC)cc1,2.2,-3.0,12.9,-3.2,6.6,7.6,-24.1,21.6,-5.0
CC(=O)Nc1cccc(OCCCNC(=O)C2CCC2)c1,5.0,15.3,5.4,0.6,-0.5,4.4,16.1,2.4,-1.5
CCCCOc1ccccc1Cn1c(=O)oc2ccccc21,10.4,3.2,11.1,-0.8,-8.3,29.6,-8.5,-1.2,10.4
O=C(NN=C1CCC(=NNC(=O)c2cccnc2)CC1)c1cccnc1,-0.2,4.1,5.5,2.2,-3.7,-4.1,5.0,-0.5,3.3
O=c1c(O)c(-c2cccs2)oc2ccc(Cl)cc12,28.9,10.9,-10.7,-2.2,3.2,27.8,22.4,0.1,-6.5
COc1ccc(-c2nnc(SCC(=O)c3ccc[nH]3)n2-c2ccccc2)cc1,-43.4,-22.5,11.2,2.5,-3.7,1.6,-41.0,2.4,-10.5
CCC(c1nnnn1C1CCCC1)N1CCN(c2ccccc2F)CC1 (stereo unspecified),4.3,10.1,11.5,6.3,-0.7,11.3,18.2,1.7,-1.4
CC1CCN(c2ccc([N+](=O)[O-])cc2C(=O)O)CC1,3.6,-4.6,-3.0,3.8,-0.8,-4.7,1.1,-1.2,-5.9

# Carrying on.
SMILES,Mdm2-MdmX inh,Jurkat NFkB inh,CCR6 antag,CXCR6 block,UPR XBP1 act,Gli-Sufu antag,697 NFkB inh,UPR CHOP act,EBI2 block
Cn1c(=O)c2c(nc(Oc3ccc4c(c3)OCO4)n2Cc2ccc(Cl)cc2)n(C)c1=O,33.2,1.0,4.3,13.6,-1.6,3.5,4.4,-0.7,9.7
C=C(C)C1CCC(C)=C1COC(=O)Nc1ccccc1 (stereo unspecified),12.5,-10.7,18.0,-6.9,-1.4,-3.9,12.3,0.2,-9.9
COc1ccccc1CNC(=O)/C=C/C(=O)O,12.3,-9.3,-3.7,2.3,-1.6,9.5,9.1,-1.3,9.4
Cc1cccc(C(C(=O)NCc2ccc(F)cc2)N(C(=O)c2csnn2)C2CC2)c1 (stereo unspecified),32.3,-1.6,17.3,4.7,-0.8,-2.1,-4.2,0.5,-7.3
CNC(=O)Oc1ccc2c(c1)[C@]1(C)CCN(C)[C@@H]1N2C,-18.7&-18.7,-0.3&1.7,-9.3&-15.8,-3.0&-13.2,-5.3&-2.2,-18.8&7.1,-7.6&10.8,-0.6&-0.8,-2.4&-5.3
CCOC(=O)c1[nH]nc(-c2c(O)cc(C)cc2O)c1-c1csc(C)n1,8.3,-1.1,2.1,4.6,2.0,1.4,-12.3,0.5,-0.2
COc1cc(CC(=O)NCCCc2ccccc2)cc(OC)c1OC,-6.6,-11.7,0.6,-2.4,-5.3,-6.7,-5.2,-0.3,1.3
COc1ccccc1C(=O)Nc1ccc2c3c(cccc13)CC2,-18.2,-70.1,1.3,-12.7,0.0,-36.5,-58.2,4.8,8.2
CCN(CC(=O)Nc1c(F)cccc1F)C(=O)c1cc2c(cc1Cl)N1CCCCCC1=NS2(=O)=O,16.8,9.3,0.3,-0.5,-2.8,-2.2,19.1,-0.2,-0.7
O=C(O)c1ccccc1-c1ccccc1C(=O)Nc1ccc(-c2nc3cc(Cl)ccc3o2)cc1,-78.4,-54.0,-5.6,5.7,5.3,-5.6,-34.8,5.2,-15.4
Cc1ccc(S(=O)(=O)/N=C/c2ccc(N(C)C)cc2)cc1,5.5,5.1,-28.4,-1.0,-1.8,-15.4,23.2,0.4,-1.5
O=C(C1CCCO1)N1CCC(O)(c2ccccc2)CC1 (stereo unspecified),-1.4,4.1,-0.8,-4.1,-0.1,-8.1,-7.1,0.4,-8.9

# Entries of single compounds from above. Values in the order: Mdm2-MdmX inh	Jurkat NFkB inh	CCR6 antag	CXCR6 block	UPR XBP1 act	Gli-Sufu antag	697 NFkB inh	UPR CHOP act	EBI2 block
# Record of CCCc1ncc(CN2CCCCC2C(=O)Nc2ccc(Oc3ccccc3)nc2)cn1 (stereo unspecified) = 8.8	-3.0	0.7	1.7	0.3	-0.6	13.6	1.4	14.7
# Record of C/C(=N\Nc1cccc2cccnc12)c1ccc(N)cc1 = -6.8	-29.5	13.2	-7.9	1.1	5.1	-56.3	3.2	-1.1

# Source: PubChem (Sanford-Burnham Center for Chemical Genomics)
